# Giardia kill: Small Molecules that selectively kill Giardia lamblia: qHTS | Giardia lamblia trophozoite viability | activity change, % at 7.66 µM, hits read low | 340,000 compounds, 0.15% hits | AID 540267, 2011; in the data active = activity change below about -80%; inconclusive = between about -30% and that limit;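 also: parasites exposed to compound for two days anaerobically before the ATP read; % is scaled to controls: 0 for no effect and ±100 for the full control effect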
#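 Killing of trophozoites was scored by loss of ATP luminescence after a 48 hrs anaerobic exposure to compounds at 37 deg C, using 100 cells per well.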
# MLL CXXC-DNA inh: qHTS Fluorescence Polarization Assay for Inhibitors of MLL CXXC domain - DNA interaction; Histone-lysine N-methyltransferase 2A (Homo sapiens), Q03164; MLL-CXXC / FITC-HOXA9 DNA fluorescence polarization; Potency, µM (highest dose often 115 µM), for the others: at the top dose activity change, negative = inhibition, hits mostly inhibitors; 290,000 compounds, 0.037% hits; AID 2662, 2010; active = well fitted inhibition curve with a large enough effect in the polarisation, with a control signal flat, not every such curve was filed as active; inconclusive = small, poorly fitted or top-dose-only effect, or effect the other way, or a change in a side signal; inactive = no such curve, though single readings can be large or run the other way; the % refers to the polarisation; also: potency is read from the fitted curve at half-maximal effect
#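 Purified MLL-CXXC (added from a 7 uM solution) was preincubated 5 min at ambient with pinned compounds in 50 mM Tris-HCl pH 7.5, 50 mM NaCl, 1 mM DTT, 0.05% BSA. Fluorescein-labeled HOX-A9 DNA (50 nM solution) followed, 30 min, then polarization read.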
# GALK inhibitor: qHTS Assay for Inhibitors of Human Galactokinase (GALK); Potency, µM (series often up to 57.5 µM), inactives show at the highest dose activity change, negative = inhibition, usual class: inhibitors; AID 1868, 2009; P51570; 270,000 compounds, 0.007% hits; Purified GALK, Kinase-Glo residual ATP luminescence; also: potency is read from the fitted curve at half-maximal effect; % is scaled to controls: 0 for no effect and ±100 for the full control effect
#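 The enzyme phosphorylates galactose (100 uM) using ATP (35 uM); inhibition is detected as higher residual ATP, quantified by bioluminescence after 1 h reaction at room temperature, pH 8.0.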
# TRPV1 agonist: HTS Assay for Compounds that Act as Agonists of the Vanilloid Receptor 1. activation, % at 8.33 µM. TRPV1-expressing cells, Fluo-8 calcium influx, agonist mode. 320,000 compounds, 0.19% hits; in the data active = activation above about 80%; inconclusive = between about 30% and that limit; also: 0% is about no effect
# Target sequence (Q8NER1 whole entry, looked up): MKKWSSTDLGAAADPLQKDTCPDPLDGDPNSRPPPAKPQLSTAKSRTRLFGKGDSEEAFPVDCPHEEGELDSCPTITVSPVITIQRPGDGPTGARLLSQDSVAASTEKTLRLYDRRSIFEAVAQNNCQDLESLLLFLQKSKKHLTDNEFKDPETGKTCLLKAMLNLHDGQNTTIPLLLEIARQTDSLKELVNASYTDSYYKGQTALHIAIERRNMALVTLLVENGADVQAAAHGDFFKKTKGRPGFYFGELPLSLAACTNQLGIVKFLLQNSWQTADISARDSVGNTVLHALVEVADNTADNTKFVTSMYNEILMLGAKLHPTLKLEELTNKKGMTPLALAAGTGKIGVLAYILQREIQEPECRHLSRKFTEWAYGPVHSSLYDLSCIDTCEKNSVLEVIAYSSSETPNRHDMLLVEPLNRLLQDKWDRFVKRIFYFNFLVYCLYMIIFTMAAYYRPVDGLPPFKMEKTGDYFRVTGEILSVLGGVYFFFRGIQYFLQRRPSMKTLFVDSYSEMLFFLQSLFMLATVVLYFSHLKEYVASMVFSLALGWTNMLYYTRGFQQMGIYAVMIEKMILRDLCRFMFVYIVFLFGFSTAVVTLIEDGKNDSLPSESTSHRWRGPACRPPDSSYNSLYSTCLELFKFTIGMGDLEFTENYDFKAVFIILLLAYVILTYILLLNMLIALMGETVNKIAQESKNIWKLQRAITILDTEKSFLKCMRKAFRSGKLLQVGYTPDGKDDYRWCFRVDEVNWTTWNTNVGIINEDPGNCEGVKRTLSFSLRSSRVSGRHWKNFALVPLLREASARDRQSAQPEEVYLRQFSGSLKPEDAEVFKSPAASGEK
#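 TRPV1-expressing cells were cultured overnight at 35.5C and loaded with Fluo-8 calcium dye for 40 to 90 min at room temperature. After a 10 s baseline, compound was added and calcium influx was read kinetically for 3 min (ex 480/em 520 nm).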
# PKM2 act: qHTS Assay for Activators of Human Muscle isoform 2 Pyruvate Kinase; Pyruvate kinase PKM (Homo sapiens), P14618; purified PKM2, Kinase-Glo ATP luminescence, activation; response scale: 0% is enzyme alone, no compound; Potency, µM (top dose mostly 57.5 µM), without a hit: at the highest dose activation, actives largely listed as activators; 260,000 compounds, 0.34% hits; AID 1631, 2009; also: potency is read from the fitted curve at half-maximal effect; % is scaled to controls: 0 for no effect and ±100 for the full control effect; nearly all actives have a fitted effect of over 55% in size
#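 ATP formation by purified human PK-M2, quantified via coupled luciferase luminescence after 1 h at room temperature with 0.1 mM ADP and 0.5 mM PEP final.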
# B2AR arrestin: qHTS assay of beta-arrestin-biased ligands of beta2-adrenergic receptor. Beta-2 adrenergic receptor (Homo sapiens), P07550. beta-arrestin recruitment to beta2AR, cell-based reporter. Potency, µM (top dose mostly 46.1 µM), for inactives: top-dose activation, hits mostly activators. 330,000 compounds, 0.02% hits;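 also: potency is read from the fitted curve at half-maximal effect; 0% = DMSO controls and full agonism = EC100 isoproterenol or metaproterenol; nearly all actives have a fitted effect of over 65% in size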
# Menin-MLL TR inh: qHTS Assay for Inhibitors Targeting the Menin-MLL Interaction in MLL Related Leukemias: Competition With Texas Red Labeled MLL-derived Mutant Peptide | O00255 | Menin + Texas Red MLL mutant peptide, fluorescence polarization | Potency, µM (doses to about 61.6 µM), for inactives: at the top dose FP activity change, negative = inhibition, most hits filed as inhibitors | 270,000 compounds, 0.23% hits | AID 1768, 2009; active = well fitted inhibition curve with a large enough effect in the polarisation, with a control signal flat, not every such curve was filed as active; inconclusive = small, poorly fitted or top-dose-only effect, or effect the other way, or a change in a side signal; inactive = no such curve, though single readings can be large or run the other way; the % refers to the polarisation; also: potency is read from the fitted curve at half-maximal effect; % of control where 0% means no effect; many of its hits are not listed in these tables
# USP2a block: qHTS Assay for Inhibitors of Ubiquitin-specific Protease USP2a Using CHOP2 as the Reporter. Ubiquitin carboxyl-terminal hydrolase 2 (Homo sapiens), O75604. USP2 core, Ub-CHOP2 coupled fluorogenic reporter, 485/531. Potency, µM (top dose mostly 38.3 µM), for the others: at the highest dose activity change, negative = inhibition, actives largely listed as inhibitors. 330,000 compounds, 0.01% hits. AID 463254, 2010;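 also: potency is read from the fitted curve at half-maximal effect; plate controls were DMSO wells for no effect and full inhibition by NEM control for full effect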
#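 Cell-free coupled assay: 10nM USP2 core preincubated 30min RT with compound in Tris-HCl pH 8.0/CaCl2/CHAPS buffer, then 25nM Ub-CHOP2 and 25nM reporter substrate; fluorescence (Ex 485/Em 531) read after 60min RT, normalized to NEM inhibition, concentration-response curves fitted.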
# FBPA coupling cs: qHTS Assay for Inhibitors of Fructose-1,6-bisphosphate Aldolase from Giardia Lamblia: Coupling assay counterscreen; coupling enzyme system counterscreen, AmpLite Red fluorescence; activity change, negative = inhibition, % at 58.2 µM, hits read low; 290,000 compounds, 0.67% hits; AID 2472, 2010; in the data active = activity change below about -30%; also: % is scaled to controls: 0 for no effect and ±100 for the full control effect
#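 Activity here indicates interference with the coupling reaction, not aldolase inhibition. Compounds at 57.5 uM final met coupling enzymes for 10 min at RT; substrate and AmpLite Red detection followed, with a 525/598 nm fluorescence read after 20 min.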
# hERG WT inh: qHTS for Inhibitors of KCHN2 3.1: Wildtype qHTS; Voltage-gated inwardly rectifying potassium channel KCNH2 (Homo sapiens), Q12809; U2OS, BacMam KCNH2, thallium flux FluxOr; active compounds read low; activity change, % at 1.84 µM; 340,000 compounds, 0.37% hits;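 active = maximum activity change below -70%; inconclusive = maximum activity change between -70% and -50%; inactive = maximum activity change above -50%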; also: % is scaled to controls: 0 for no effect and ±100 for the full control effect
#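 U2OS cells were transduced with wild-type KCNH2 virus (2.03 x 10^8 / mL) for 4 h at room temperature, then cultured overnight at 37 C. Thallium flux was read with FluxOr dye. Rate constants were normalized to DMSO controls.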
# KCNH2 3.1 block: qHTS for Inhibitors of KCHN2 3.1: Mutant qHTS; 340,000 compounds, 0.95% hits; activity change, % (tested at about 1.8 µM); AID 720553, 2013; Potassium voltage-gated channel subfamily H member 2, brain isoform KCNH2 3.1 (human); U2OS KCNH2 3.1, thallium flux FluxOr; active compounds read low;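 active = maximum activity change below -70%; inconclusive = maximum activity change from -70% to -50%; inactive = maximum activity change above -50%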;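 also: thallium influx rate constant from kinetic fluorescence after stimulation buffer; % is scaled to controls: 0 for no effect and ±100 for the full control effect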
#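 Virally transduced U2OS (3.1 isoform, 4 h infection in dark at RT) → overnight 37 C → FluxOr + Red40 in HBSS/HEPES, 45 min → stimulation buffer, 2 min kinetic read → rate constant vs DMSO controls.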
# An asterisk follows results filed as active; ? = inconclusive; nt = no result given; [ ] = dose if it differs, or a comment. Unless noted, calls follow the shape of the dose curve; as a rule, active = well fitted curve in the direction sought with a large enough effect; inconclusive = small, poorly fitted or top-dose-only effect, or another doubt; inactive = no such curve, though single readings can be large; an effect the other way counts as inactive or inconclusive.
SMILES,Giardia kill,MLL CXXC-DNA inh,GALK inhibitor,TRPV1 agonist,PKM2 act,B2AR arrestin,Menin-MLL TR inh,USP2a block,FBPA coupling cs,hERG WT inh,KCNH2 3.1 block
Cc1cc(Nc2cccc([N+](=O)[O-])c2)c2cccc(C)c2n1,-11.3,?,2.4%,-0.9,1.6%,-0.1%,nt,1.9%,-0.6,11.4,-28.0
O=C(O)c1ccccc1C(=O)NNc1ccc(Cl)cc1Cl,-24.3,-6.2%,-3.7%,-2.2,-0.8%,0.3%,12.1%,1.8%,2.8,nt,-5.3
CCOC(=O)c1c(NC(=S)NCc2ccccc2)sc2c1CCN(C(=O)OCC)C2,11.8,36.4%[activator],0.8%,2.9,13.3%,0.3%,nt,-0.7%,-1.5,-9.3,12.5
Cc1cc(C)cc(CC2CC(=O)N(c3ccc(Cl)cn3)C2=O)c1 (stereo not given),-8.7,3.0%,-3.9%,11.1,-0.4%,0.0%,-4.7%,2.2%,8.2,2.8,-5.8
CCn1cc([N+](=O)[O-])c(C(=O)N2CCCc3ccccc32)n1,6.7,-8.2%,-3.2%,2.5,-2.0%,-0.1%,-13.8%,1.8%,-0.1,-7.1,33.5
CCCCNC(=O)C1C2C=CC(C2)C1C(=O)O (stereo not given),-0.9,5.4%,4.5%,2.4,-1.9%,0.2%,-4.8%,3.3%,2.6,-11.9,13.7
COc1cccc(NC(=O)C2C3C=CC4(O3)C2C(=O)N(CCCN2CCCC(C)C2)C4C(=O)NC2CCCCC2C)c1 (stereo not given),1.4,9.1%,-2.4%,-1.6,-5.3%,4.4%,-16.9%,4.5%,2.6,10.7,-3.9
Cc1ccc(N2CC(C(=O)Nc3nccs3)CC2=O)cc1Cl (stereo not given),15.0,-11.4%,-2.2%,?,6.1%,-0.8%,2.4%,-3.9%,-0.8,3.7,-19.0
O=C(NC1CCSC1=O)c1ccc(Cl)cc1 (stereo not given),-0.9,17.3%,0.9%,3.9,-7.7%,-0.1%,-0.9%,2.0%,6.4,-2.5,-13.5
Cc1ccc(CN2CCCNC2=O)cc1,1.0,19.7%,1.5%,6.6,0.3%,0.0%,-10.7%,3.5%,-5.5,1.4,1.5
O=C1CCCC2(O)C1C(c1cccc(Br)c1)NC(=O)N2Cc1ccccc1 (stereo not given),-7.0,33.2%[activator],0.5%,-3.5,-10.8%,-0.2%,22.5%,-0.3%,-5.7,17.3,3.0
COc1cc2c(cc1OC)C1(C)N(CC2)C(C(C)=O)=NN1c1ccc(Cl)cc1 (stereo not given),11.5,1.8%,5.8%,-9.8,-15.0%,0.3%,nt,-9.8%,-6.9,-2.3,13.4
COc1ccccc1N1C(=O)C2C(C(=O)c3ccccc3)=NN(c3ccc(Br)cc3)C2C1=O (stereo not given),0.8,?,nt,2.9,-0.6%,-1.0%,nt,28.2%,-0.1,5.0,-41.3
COc1ccccc1C(=O)COC(=O)CN1C(=O)c2ccccc2C1=O,-15.6,-3.8%,5.5%,0.7,-3.0%,0.3%,nt,1.3%,nt,-2.1,2.6
COc1ccc(-n2c(=O)c3ccccc3n(CC(=O)NC3CCCCC3)c2=O)c(OC)c1,17.2,-5.1%,-2.4%,-0.2,3.0%,-0.9%,-2.0%,-0.4%,-0.3,-23.5,-1.8
COc1ccc(NC(=O)COC(=O)CCNS(=O)(=O)c2ccccc2)cc1OC,-13.2,-1.4%,16.5%,0.0,10.1%,-0.1%,7.0%,-1.5%,-3.4,34.6,2.5
CCOC(=O)c1ccc(NC(=O)CSc2nc(N3CCOCC3)nc(N3CCOCC3)n2)cc1,4.9,23.1%,0.1%,-1.1,1.1%,-1.1%,?,-1.1%,1.9,-0.9,-22.9
COc1ccccc1CNC(=O)CN1CCC(NC(=O)c2ccccc2F)CC1,-0.2,4.1%,0.5%,-3.7,-5.6%,0.4%,7.9%,3.0%,2.4,43.9,-8.1
N#C/C(=C\c1ccc(-c2ccccc2[N+](=O)[O-])o1)C(=O)N1CCOCC1,9.9,-3.7%,11.0%,?,2.0%,0.3%,-0.3%,0.4%,-12.8,-0.3,-79.3*
O=C(COC(=O)c1cc[n+]([O-])cc1)Nc1ccc([N+](=O)[O-])cc1,11.7,5.2%,-0.8%,2.2,1.6%,-0.2%,-0.7%,7.5%,-0.2,-4.6,0.6
CCN(CC(=O)Nc1ccc(NC(C)=O)cc1)C(=O)C1CCCN(C(=O)c2ccc(Cl)cc2)C1 (stereo not given),28.7,nt,nt,-0.4,nt,0.5%,nt,4.8%,nt,-5.5,13.3
Nc1cc(S(=O)(=O)Nc2ccc(Cl)cc2)ccc1N1CCOCC1,-20.4,3.6%,3.5%,5.8,-1.2%,0.0%,nt,-0.6%,2.5,-6.4,-1.6
CC(=O)N1CCN(C(=O)c2ccc(C(=O)c3ccccc3)cc2)CC1,-0.7,13.1%,nt,2.3,nt,-0.2%,8.2%,-1.3%,2.5,5.8,5.0
c1ccc(Cc2noc(CN3CCC(CN4CCOCC4)CC3)n2)cc1,2.6,3.5%,4.2%,2.0,0.3%,-0.3%,?,0.1%,0.9,1.4,15.8
Cc1ccc(S(=O)(=O)N2CCCN(C(=O)c3ccc(-n4cccn4)cc3)CC2)cc1,0.1,nt,nt,0.1,nt,0.5%,nt,0.4%,nt,30.5,-16.5
CC(=O)NC(=S)Nc1ccc2oc(=O)ccc2c1,-1.1,1.5%,1.2%,0.3,-14.1%,0.4%,nt,3.3%,3.3,-0.9,-11.7
CC(C)CC(NC(=O)c1ccc(Cl)cc1)C(=O)OCc1cc([N+](=O)[O-])cc2c1OCOC2 (stereo not given),6.1,-17.5%,0.7%,0.1,0.1%,0.3%,12.7%,0.0%,-5.2,10.0,-25.8
Cc1ccc(NC(=O)C2CCC(=O)N2)cc1C (stereo not given),-6.4,4.0%,-3.1%,-1.6,-1.3%,3.9%,7.7%,-0.7%,1.1,-9.4,-8.1
O=[N+]([O-])c1ccc2c(c1Nc1ccccc1Cl)=NC1(CCCCC1)N=2,-8.6,-4.1%,0.6%,13.5,7.5%,-0.8%,nt,12.7%,-8.3,1.4,-27.4
C=CCc1ccc(OCCn2cccc2C=O)c(OC)c1,-10.0,-5.8%,-3.4%,1.3,-1.0%,-0.1%,-1.0%,2.9%,0.8,-14.0,-0.6
CC(C)C(=O)Nc1ccc(NC(=O)c2ccccn2)cn1,?,-8.1%,2.9%,0.3,-25.4%,-0.3%,-6.5%,-0.5%,-0.8,-24.8,7.2
CC(C)N(N=Nc1ccc([N+](=O)[O-])cc1)C(C)C,20.4,4.5%,1.4%,-1.6,-7.2%,-0.8%,13.8%,3.5%,4.3,9.4,-13.9

# Whole records, quoted from the list.
# CC(=O)N1CCN(C(=O)c2ccc(C(=O)c3ccccc3)cc2)CC1 as listed: Giardia kill: -0.7; MLL CXXC-DNA inh: 13.1%; GALK inhibitor: nt; TRPV1 agonist: 2.3; PKM2 act: nt; B2AR arrestin: -0.2%; Menin-MLL TR inh: 8.2%; USP2a block: -1.3%; FBPA coupling cs: 2.5; hERG WT inh: 5.8; KCNH2 3.1 block: 5.0
# Cc1ccc(NC(=O)C2CCC(=O)N2)cc1C (stereo not given) as listed: Giardia kill: -6.4; MLL CXXC-DNA inh: 4.0%; GALK inhibitor: -3.1%; TRPV1 agonist: -1.6; PKM2 act: -1.3%; B2AR arrestin: 3.9%; Menin-MLL TR inh: 7.7%; USP2a block: -0.7%; FBPA coupling cs: 1.1; hERG WT inh: -9.4; KCNH2 3.1 block: -8.1

# Only part of the results is shown (hit frequency here may not be typical).
